# RBX1-CUL1 inh = inhibitors of human ROC1-CUL1 ubiquitin ligase activity; in vitro K48 di-Ub FRET, acceptor:donor ratio, 45 min; 140,000 tested, 0.6% active; inhibition, % at 10 µM; P62877+Q13616; in the data active = inhibition above about 25%
# Target sequence (P62877 whole entry, looked up): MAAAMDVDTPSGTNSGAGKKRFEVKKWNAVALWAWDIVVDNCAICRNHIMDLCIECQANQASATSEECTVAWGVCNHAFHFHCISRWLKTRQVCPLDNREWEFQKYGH
# Target sequence (Q13616 whole entry, looked up): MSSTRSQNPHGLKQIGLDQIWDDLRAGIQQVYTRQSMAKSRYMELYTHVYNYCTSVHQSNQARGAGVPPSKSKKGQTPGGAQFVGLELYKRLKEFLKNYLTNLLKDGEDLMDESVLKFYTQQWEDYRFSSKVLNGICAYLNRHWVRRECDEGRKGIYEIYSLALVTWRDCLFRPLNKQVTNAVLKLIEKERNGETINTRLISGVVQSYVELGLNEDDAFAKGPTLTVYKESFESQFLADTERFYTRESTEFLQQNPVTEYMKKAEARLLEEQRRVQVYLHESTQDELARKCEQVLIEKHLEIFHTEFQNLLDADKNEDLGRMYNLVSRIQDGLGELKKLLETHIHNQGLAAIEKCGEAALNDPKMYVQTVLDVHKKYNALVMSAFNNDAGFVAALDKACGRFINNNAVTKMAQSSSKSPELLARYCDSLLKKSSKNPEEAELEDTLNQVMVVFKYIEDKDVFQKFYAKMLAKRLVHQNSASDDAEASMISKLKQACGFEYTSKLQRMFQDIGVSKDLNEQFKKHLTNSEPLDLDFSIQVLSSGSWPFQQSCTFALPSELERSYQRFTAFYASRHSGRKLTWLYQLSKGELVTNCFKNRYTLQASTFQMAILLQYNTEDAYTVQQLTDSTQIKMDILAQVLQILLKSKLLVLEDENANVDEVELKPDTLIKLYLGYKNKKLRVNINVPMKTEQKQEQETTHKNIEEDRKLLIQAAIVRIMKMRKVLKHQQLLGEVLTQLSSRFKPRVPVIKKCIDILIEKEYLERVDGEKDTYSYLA
# * hit, by the source's call.
compound | RBX1-CUL1 inh
CCC(C)NC(=O)c1c(C)oc2ncn(CC(C)C)c(=O)c12 (stereo not given) | 3.4
COc1cccc(OC)c1CN1CCC2(CC1)c1ccccc1[C@@H](NC(=O)c1ccsc1)[C@@H]2OC | -3.3
Cc1ccc(C)c(CNC(=O)c2cc3ccccn3n2)c1 | 4.1
Cc1ccc(CNC(=O)c2cc3c(=O)n4cccc(C)c4nc3s2)cc1 | -9.6
CC(C(=O)O)n1c(O)c(C2=c3cc(Br)ccc3=NC2=O)sc1=S (stereo not given) | -3.3
COc1ccccc1NC(=O)c1cn(-c2ccccc2)nc1-c1ccccc1 | 1.7
O=c1[nH]c(-c2cccnc2)nc2scc(-c3ccccc3)c12 | 0.7
CCC(=O)N(C)c1ccc2c(c1)nc1n2CCOC1 | 8.5
CCOc1ccc(-c2nc(SCC(=O)Nc3ccc4c(c3)OCCO4)c(-c3ccc(F)cc3)[nH]2)cc1 | 1.4
CCOC(=O)c1c(NC(=O)c2cc(-c3ccc(Br)cc3)on2)sc(C(C)=O)c1C | -7.2
Cc1ccc(-n2c(SCc3ccccc3F)nc3[nH]ncc3c2=O)cc1C | -1.2
CCc1ccc(S(=O)(=O)N=C2CC(=NS(=O)(=O)c3ccccc3)C(=O)c3ccccc32)cc1 | -9.8
Cc1ccccc1-c1noc(-c2ccc(N3CCC(C)CC3)c([N+](=O)[O-])c2)n1 | -0.6
COc1cccc(CC2(CO)CCCN(C(=O)C3=C(C)OCCO3)C2)c1 (stereo not given) | -2.7
CC(=O)N(C)c1ccc(NC(=O)c2ccc(C(C)(C)C)c(Br)c2)cc1 | 4.5

# Another view of part of the listing above.
CCc1ccc(S(=O)(=O)N=C2CC(=NS(=O)(=O)c3ccccc3)C(=O)c3ccccc32)cc1
- RBX1-CUL1 inh: -9.8
Cc1ccccc1-c1noc(-c2ccc(N3CCC(C)CC3)c([N+](=O)[O-])c2)n1
- RBX1-CUL1 inh: -0.6
COc1cccc(CC2(CO)CCCN(C(=O)C3=C(C)OCCO3)C2)c1 (stereo not given)
- RBX1-CUL1 inh: -2.7
CC(=O)N(C)c1ccc(NC(=O)c2ccc(C(C)(C)C)c(Br)c2)cc1
- RBX1-CUL1 inh: 4.5

# Next part:
compound | RBX1-CUL1 inh
O=C(CSc1ncnc2c1oc1ccccc12)NC1CCCC1 | -1.2
NCC1(c2ccccc2)CCCC1 | 11.8
O=C(N/N=C/c1ccc(-c2ccc(Cl)cc2)o1)c1cc2c(ccc3ccccc32)o1 | 8.3
CS/C=C(\c1ccccc1)c1cccnc1 | 2.9
Oc1ccc(NCc2cc(Cl)ccc2OCc2ccccc2F)cc1 | 29.6*
O=C(NC1CCCC1)C1CCCN(C2CCN(CCc3ccccc3)CC2)C1 (stereo not given) | -8.9
COc1ccc(S(=O)(=O)NCCCO)cc1-c1nnc2c3ccccc3c(C)nn12 | -2.6
Cc1ccc(-n2nc(C(=O)c3ccccc3)n3c(=O)cc(-c4ccccc4)nc23)cc1 | -2.7
CCOC(=O)Cn1c(=O)n(CC2CCCO2)c2nc(-c3ccc(C)cc3)nc(C(N)=O)c21 (stereo not given) | -5.8
Cc1cccc(Cn2c(CN3CCCC(C)C3)nc3c2c(=O)n(C)c(=O)n3C)c1 (stereo not given) | 3.6
CCCCNS(=O)(=O)c1ccc2nc(-c3cccnc3)cc(C(=O)NCCOC)c2c1 | -3.1
COc1ccc(-c2cc3cc(OC)c(OC)cc3c(-c3ccc(OC)cc3)n2)cc1 | -3.0
COCCN1C(=O)NC(Cc2ccc(F)cc2)(C2CCN(C(=O)c3sccc3Cl)CC2)C1=O (stereo not given) | 0.9
COc1ccc(Cl)cc1N(C)C(=O)Cc1noc2ccc(C)cc12 | 0.7
O=C(c1cn(CCN2CCCCC2)nn1)N1CCCCO1 | 0.8

# Going on with the list.
compound | RBX1-CUL1 inh
CSc1ccc(CC2(CCC(=O)N(Cc3c(C)nn(C)c3C)C(C)C)CCC(=O)N2)cc1 (stereo not given) | -8.1
CCc1ccccc1NC(=O)c1ccc2c(c1)NC(=O)C(S(=O)(=O)c1ccccc1)C2=O (stereo not given) | 3.8
COc1ccc(/C=C/C(=O)c2ccccc2O)cc1OC | -3.7
CC1=NC2=C(C(=O)CC(c3ccccc3)C2)C(c2ccccn2)C1C(=O)Nc1ccc(Br)cn1 (stereo not given) | 0.2
CCc1ccc(N2CC(C(=O)Nc3ccccc3C(=O)NC3CCCCC3)CC2=O)cc1 (stereo not given) | -7.7
O=C(c1cncc(-c2cccc(-c3ccn(Cc4cccnc4)n3)c2)n1)N1CCCC1 | -4.5
CC(C)Oc1ccc(CNC(=O)C(C)n2ccc3cc(S(=O)(=O)N4CCCCCC4)ccc32)cc1 (stereo not given) | 4.4
Cc1ccccc1-n1c(SCc2ccccc2)nc2sc3c(c2c1=O)CCC(C(C)(C)C)C3 (stereo not given) | 0.8
CC(C)NC(=O)COc1ccc(-c2ccc(C#N)cc2)cc1 | 2.4
COC(=O)Nc1ccccc1C(N)=O | -6.4
COc1ccc(Cl)cc1NC(=O)N1CCC2(CC1)Oc1ccccc1C(=O)N2Cc1ccc(F)cc1 | -2.5
CCOc1ccc(-n2nc(CO)c(C(=O)NCc3ccc(Cl)cc3)n2)cc1 | -1.7
CCc1ccc(C(=O)CC2(O)C(=O)N(CCc3ccccc3)c3ccc(Br)cc32)cc1 (stereo not given) | -5.2
O=C1C(=O)N(CCCn2ccnc2)C(c2ccc(Cl)cc2)C1C(=O)c1ccc2c(c1)OCCO2 (stereo not given) | 5.5
COc1ccc(C(=O)NCC2OCCc3ccccc32)cc1 (stereo not given) | -3.5

# Going on with the list:
compound | RBX1-CUL1 inh
CCn1c2ccccc2c2cc(/C=N/NC(=O)C3CC3c3ccccc3)ccc21 (stereo not given) | -2.9
CO[C@H]1[C@H](NC(=O)c2ccncc2)c2ccccc2C12CCN(C(=O)CCc1ccccc1)CC2 | 2.8
CCN(CC)c1cc2c(cc1F)c(=O)c(S(=O)(=O)c1cccc(C)c1)cn2C | -1.0
CCOc1ccc(OCC)c(NC(=O)C2CCN(S(=O)(=O)c3ccc(Br)s3)CC2)c1 | -1.4
c1ccc(-n2nnnc2Sc2nnc(Sc3nnnn3-c3ccccc3)s2)cc1 | 8.4
Cc1cn2c(nc3c2c(=O)n(Cc2cccc4ccccc24)c(=O)n3C)[nH]1 | -1.1
O=C(CSC1=Nc2ccccc2N=C(c2ccc(F)cc2)C1)NCc1ccccc1Cl | -8.0
O=C(CC(F)(F)F)N1CCCC(N2CCN(Cc3ccc4c(c3)OCO4)CC2)C1 (stereo not given) | -5.6
O=[N+]([O-])c1ccsc1[C@H]1CC[C@@H]1c1sccc1[N+](=O)[O-] | 9.1
O=C1N(C2CCCC2)C[C@@H]2C[C@@H](c3cccc(OCCO)c3)N3CCC[C@@]123 | -3.1
COc1ccc(-n2nc(C(=O)O)c(=O)n(C)c2=O)cc1 | 3.4
Cc1cccc([C@H]2Nc3ccc(S(=O)(=O)Nc4cc(Cl)ccc4Cl)cc3[C@H]3C=CC[C@H]32)c1 | -11.4
O=C(NCC1CCCCO1)c1coc(CN2CCN(c3ncccn3)CC2)n1 (stereo not given) | -7.3
FC(F)Oc1ccc(CN2CCOc3ccc(CN4CCC(Oc5cccnc5)CC4)cc3C2)cc1 | 7.2
CCc1ccccc1NC(=O)c1ccc2c(c1)nnn2C1CCCC1 | -7.5

# Additional structures:
compound | RBX1-CUL1 inh
CC(=O)N1CCc2c(sc(NC(=O)CSc3ccccc3)c2-c2nc3ccccc3s2)C1 | 2.1
CC1=NC(C)=C(C(=O)OCC2CCCO2)C(c2cccc([N+](=O)[O-])c2)C1C(=O)OCCNC(=O)c1ccccc1O (stereo not given) | 4.7
O=C(c1cccs1)C(C=Nc1cccc(C(F)(F)F)c1)C(=O)C(F)(F)F (stereo not given) | -11.0
Cc1ccc(/C=C2/C(=N)N3N=C(C(F)(F)F)SC3=NC2=O)cc1 | -3.3
CC1=NS(=O)(=O)N=C(C)C1N=Nc1ccc2c(c1)CCC(C)(C)O2 | -5.5
CC1=C(C#N)c2nc(N)c(C#N)c(C)c2/C1=C\c1ccc(Sc2nc3ccccc3[nH]2)o1 | -3.4
Cc1[nH]c2ccccc2c1N=Nc1ccccc1C(=O)O | 3.7
Cc1cc(C(F)(F)F)n2nc(N)c(N=Nc3ccc(Cl)cc3Cl)c2n1 | 0.5
COc1ccc(-c2nn3c(-c4ccccn4)nnc3s2)cc1 | -3.8
S=C1NCN(C2CCCCC2)CN1 | -5.9
CC/C(C)=C(\C#N)C(=O)Nc1ccc(Cl)cc1 | -12.0
O=C(C1CC1)N1CCc2cc(Br)cc(S(=O)(=O)N3CCN(c4cccc(Cl)c4)CC3)c21 | -5.9
COc1cc(C2NC(=O)N=C(C)C2C(=O)OCC(F)(F)F)ccc1O (stereo not given) | 1.7
COc1ccc(NC(=O)Nc2ccc(CN3CCOCC3)cc2)cc1 | 5.7
C=CCN(CC=C)Cc1c(C(=O)N2CCOCC2)nc2c(C)cccn12 | 5.1

# (cont.)
compound | RBX1-CUL1 inh
COc1cc(OC)c(OC)cc1/C=N/NC(=O)c1n[nH]c2c1CCC2 | -5.0
CCOc1ccc(N2C(=O)/C(=C/c3c(Cl)cccc3Cl)SC2=S)cc1 | 2.8
COCc1noc(-c2ccc(N(C)CCn3ccnc3C)nc2)n1 | 8.5
O=C1NC(c2ccccc2F)C(C(=O)c2ccc(Cl)cc2)C1=O (stereo not given) | 10.3
O=C(COc1ccc(/C=c2/sc3n(c2=O)CCN=3)cc1)Nc1ccccc1Cl | 3.9
O=C1N=C2C(C(=O)NC(=O)N2c2ccccc2F)C(C(F)(F)F)(C(F)(F)F)N1 (stereo not given) | 22.9
C=C(C)Cn1c(=O)c2c(nc3n(CCO)c(C)c(C)n23)n(C)c1=O | 10.6
CC1(C)CC(=O)C2C(=Nc3nc(-c4ccccc4)nn3C2c2ccc(Br)cc2)C1 (stereo not given) | 11.5
CC(=O)c1cccc(Nc2c3c(nc4nc(-c5cccs5)nn24)CCCC3)c1 | -5.4
O=C(c1c[nH]c2ccccc12)C(F)(F)F | -13.5
Cc1c(CC(=O)NCc2ccon2)c2c(n1CC1CCCO1)CCCC2=O (stereo not given) | -1.1
COc1ccc(-c2nc3nc(C)cc(N4CCN(c5cccc(C(F)(F)F)c5)CC4)n3n2)cc1 | 1.1
COC(=O)NNC(=O)C(c1ccccc1)c1ccccc1 | -8.1
Cc1cccc(Nc2c(-c3ccsc3)nc3nc(C)cc(C)n23)c1 | 3.2
COc1cc(NC(=O)c2nn3c(C(F)(F)F)cc(-c4ccccc4)nc3c2Cl)c(OC)cc1Cl | 3.6

# (more compounds)
compound | RBX1-CUL1 inh
Cc1ccc(NC(=O)CCCn2c3ccccc3c(=O)c3cc(C)ccc32)c(Br)c1 | -1.7
CC(C)n1cnc(S(=O)(=O)N2CCCC(C(=O)NCc3ccccc3Cl)C2)c1 (stereo not given) | -5.2
CC(C)n1c2ccccc2c2cc([N+](=O)[O-])ccc21 | 5.0
CCC(=O)Nc1cc(C(=O)N2CCC(c3ccncc3)CC2)c2c(c1)nc(Cc1ccccc1)n2C | 5.9
CN1C(=O)Cc2cc(S(=O)(=O)NCCc3ccccc3)ccc21 | 0.0
CC(C)OC(=O)NC1c2ccccc2CSc2ccccc21 (stereo not given) | 0.4
COc1ccc(OC)c(NC(=O)C2CCC(C)(C(=O)O)C2(C)C)c1 (stereo not given) | 7.6
Cc1cc(C)c2c(c1)C1(OCCCO1)C(=O)N2 | 14.6
CCOC(=O)N1CCC(NC(=O)c2cnn(-c3ccc(C)cc3C)c2C2CCN(C(=O)OC(C)(C)C)CC2)CC1 | 7.2
CCc1nn(CC(=O)Nc2ccc(C)c(F)c2)c(=O)c2cc3cc(C)ccc3n12 | -8.1
Cc1ccc(S(=O)(=O)N2CCN(C(=O)C3CCC3)CC2)cc1 | 9.4
O=C1N(Cc2ccc(F)c(F)c2)CCCC1(O)CNC1CCCCC1 (stereo not given) | 3.5
CCOC(=O)C1(CCc2ccccc2)CCCN(C(=O)CCN2CCCO2)C1 (stereo not given) | -1.1
CCCN1C(=O)/C(=C/c2ccc(Br)o2)SC1=Nc1ccc(OCC)cc1 | -7.7
O=C(NCc1ccc(Cl)cc1)c1ccc2c(Cl)c3c(nc2c1)CCCC3 | -2.2

# (further entries)
compound | RBX1-CUL1 inh
CC(=O)NS(=O)(=O)c1cccnc1Nc1ccc(Cl)cc1 | -12.5
COc1ccc(-c2nc3n(n2)C(=O)CC(c2ccco2)S3)cc1 (stereo not given) | 8.1
O=C(CCc1cnccn1)N1CCCC(CCc2cccc(F)c2)C1 (stereo not given) | -10.0
CNC(=O)c1ccc(OC)c(-c2cccc(-c3ccn[nH]3)c2)c1 | 5.6
NS(=O)(=O)c1ccc(N=Cc2c(O)ccc3ccccc23)cc1 | -2.2
CN(C)CCn1c(N)nc2ccccc21 | -8.6
COc1ccc(OC)c(/C=C/C(=O)c2ccc(OC)c(OC)c2)c1 | -2.1
O=C(N1CCN(c2ccc([N+](=O)[O-])cc2Cl)CC1)C(Cl)(Cl)Cl | -2.9
O=[N+]([O-])c1ccc(N/N=C/c2ccc(-c3cccc(Br)c3)o2)cc1 | -12.2
Cn1cc(-c2ccnc(NCCCCc3ccccn3)n2)cn1 | 3.7
CC1=C(C#N)c2nc(N)c(C#N)c(C)c2/C1=C\c1ccc(Cl)cc1 | -4.6
N#Cc1cc2c(N)c(C#N)sc2nc1N1CCC(Cc2ccccc2)CC1 | -1.2
O=C(Nc1ccc(CN2CCOCC2)cc1)c1ccccc1F | 5.9
COc1ccc(CN2CCC(C(Cc3ccccc3Cl)N(C)C(=O)c3ccco3)CC2)cc1 (stereo not given) | 4.5
CC(=O)/C(C#N)=N/Nc1ccccc1 | 12.9

# New compounds follow
compound | RBX1-CUL1 inh
C=CCN1C(=O)/C(=C/c2cc(C)n(-c3cccc(C(=O)OC)c3C)c2C)C(=O)NC1=S | 3.6
O=c1cc(Cl)c2ccc(Cl)cc2o1 | -4.9
C=CCSc1nc(=O)n2cc(Cl)ccc2n1 | -0.8
O=c1ccc(Cl)nn1-c1ccccc1 | 3.5
CC1=C(Sc2ccccc2)C(=O)c2ccccc2C1=O | -7.4
Cc1nn(-c2ccccc2)c(C)c1CC(=O)N1CCCC(c2ccncn2)C1 (stereo not given) | -1.2

# Source: PubChem (Icahn School of Medicine at Mount Sinai)

# A portion of the library. The share of hits here may be higher or lower than overall.
